Growth percent in the NCI-60 one-dose screen (48 h, 10 µM unless noted): 100 = growth as untreated, 0 = no growth, -100 = all killed.
SK-MEL-28: SK-MEL-28 melanoma; actives 4.1% (n = 81,000)
HS 578T: HS 578T breast cancer | actives 4.1% (n = 78,000)
LOX IMVI: LOX IMVI melanoma; actives 7.4% (n = 79,000); AID 1794757
T-47D: T-47D breast cancer; actives 5% (n = 79,000)
SK-MEL-5: SK-MEL-5 melanoma; actives 6.4% (n = 80,000); AID 1794755
MDA-MB-435: MDA-MB-435 melanoma; actives 7.8% (n = 82,000); AID 1794794
SK-MEL-2: SK-MEL-2 melanoma; AID 1794763; actives 4.7% (n = 77,000)
BT-549: BT-549 breast cancer | actives 4.4% (n = 78,000)
The depositor's hits bear a star; & = joins results of further samples. How the source made its calls: active means growth percent below 10; inactive means the rest. Only part of the results is shown; the hit share may differ from the screen's.

For CCn1nnn(Cc2ccccc2)c1=N the results were SK-MEL-28 98, HS 578T 98, LOX IMVI 99, T-47D 100, SK-MEL-5 97, MDA-MB-435 105, SK-MEL-2 113 and BT-549 108.
For COC1=C(C)C(=O)C2=C(C1=O)C(CO)N1C(C#N)C3CC4C(C1C2N1CCOC41)N3C (stereo not given) the results were HS 578T -55*, LOX IMVI -21*, T-47D -17*, SK-MEL-5 -90*, MDA-MB-435 -64*, SK-MEL-2 -58* and BT-549 -64*.
For COc1ccc(/C=C\c2cc(OC)c(OC)c(OC)c2)cc1NC(=O)/C=C/c1ccc(OC)c(OC)c1 the results were SK-MEL-28 52, HS 578T 31, LOX IMVI 31, T-47D 40, SK-MEL-5 5.1*, MDA-MB-435 -51*, SK-MEL-2 67 and BT-549 39.
O=C(c1cccc(O)c1O)c1cn(Cc2ccc(F)cc2)c2cccc(O)c12 was read as SK-MEL-28 39, HS 578T 45, LOX IMVI 29, T-47D 35, SK-MEL-5 25, MDA-MB-435 14, SK-MEL-2 -6.9* and BT-549 41.
Screening Oc1ccc(Br)cc1CN1CCN(Cc2ccc(Cl)cc2)CC1 returned SK-MEL-28 88, HS 578T 81, LOX IMVI 20, T-47D 65, SK-MEL-5 -3.7*, MDA-MB-435 13, SK-MEL-2 88 and BT-549 86.
For O=[N+]([O-])c1c(Cl)c(Cl)cc(Cl)c1Cl the results were SK-MEL-28 104, HS 578T 105, LOX IMVI 104, T-47D 104, MDA-MB-435 107, SK-MEL-2 112 and BT-549 108.
Screening CC12CCC3C(CCCC4CC(=O)CCC43C)C1CCC2O (stereo not given) returned SK-MEL-28 104, HS 578T 92, LOX IMVI 86, T-47D 81, SK-MEL-5 102, MDA-MB-435 104, SK-MEL-2 119 and BT-549 90.
O=C(Nc1ccncc1F)c1cn(Cc2ccc(Cl)cc2Cl)c2ccccc12 was read as HS 578T 97, LOX IMVI 90, T-47D 73, SK-MEL-5 97, MDA-MB-435 109, SK-MEL-2 101 and BT-549 103.
CN(C)COC(=S)SP(=O)(Oc1ccc(Cl)cc1Cl)SC(=S)OCN(C)C was read as SK-MEL-28 116, HS 578T 116, LOX IMVI 112, T-47D 108, SK-MEL-5 117, MDA-MB-435 107, SK-MEL-2 109 and BT-549 110.
Screening O=C1NC(=O)C(Cc2ccccc2)(Cc2ccccc2)C(=O)N1 returned SK-MEL-28 98, HS 578T 109, LOX IMVI 90, SK-MEL-5 109, MDA-MB-435 113, SK-MEL-2 104 and BT-549 118.
Screening C1CC[C@@H]2NCCC[C@H]2C1 returned SK-MEL-28 105, HS 578T 117, LOX IMVI 97, SK-MEL-5 101, MDA-MB-435 108, SK-MEL-2 107 and BT-549 70.
`CN(N=O)C1CCCCC1` gave SK-MEL-28 116, HS 578T 101, LOX IMVI 98, T-47D 110, SK-MEL-5 103, MDA-MB-435 111, SK-MEL-2 104 and BT-549 116.

Reprinted at random: 2 compounds from above
Screening Oc1ccc(Br)cc1CN1CCN(Cc2ccc(Cl)cc2)CC1 returned SK-MEL-28 88, HS 578T 81, LOX IMVI 20, T-47D 65, SK-MEL-5 -3.7*, MDA-MB-435 13, SK-MEL-2 88 and BT-549 86.
Screening C1CC[C@@H]2NCCC[C@H]2C1 returned SK-MEL-28 105, HS 578T 117, LOX IMVI 97, SK-MEL-5 101, MDA-MB-435 108, SK-MEL-2 107 and BT-549 70.

(cont.)
O=[N+]([O-])c1ccccc1CBr was read as SK-MEL-28 109, HS 578T 107, LOX IMVI 97, T-47D 93, SK-MEL-5 102, MDA-MB-435 106, SK-MEL-2 99 and BT-549 104.
Screening O=C1NC(=O)C(Nc2ccc(Cl)c(Cl)c2)C(=O)N1 returned SK-MEL-28 111, HS 578T 102, LOX IMVI 92, T-47D 97, SK-MEL-5 92, MDA-MB-435 92, SK-MEL-2 123 and BT-549 103.
For C/C(=C\c1ccn(-c2ccc(N)cc2)n1)[C@@H]1C[C@@H]2O[C@]2(C)CCC[C@H](C)[C@H](O)[C@@H](C)C(=O)C(C)(C)[C@@H](O)CC(=O)O1 the results were SK-MEL-28 59, HS 578T 18, LOX IMVI 29, T-47D 43, SK-MEL-5 11, MDA-MB-435 -34*, SK-MEL-2 36 and BT-549 27.
Screening CN1C(=O)C(=Cc2cn(C(=O)c3ccc(Cl)cc3)c3ccccc23)C(=O)N(C)C1=O returned SK-MEL-28 109, HS 578T 82, LOX IMVI 90, T-47D 81, SK-MEL-5 93, MDA-MB-435 98, SK-MEL-2 106 and BT-549 87.
`CNC(=O)Oc1ccc(N(C)C)cc1C(C)C` gave SK-MEL-28 101, HS 578T 95, LOX IMVI 105, T-47D 101, SK-MEL-5 99, MDA-MB-435 92, SK-MEL-2 103 and BT-549 74.
[O]=[Sn]([CH]1CCCCC1)[CH]1CCCCC1 was read as SK-MEL-28 -95*, HS 578T -19*, LOX IMVI -90*, T-47D -87*, SK-MEL-5 -99*, MDA-MB-435 -88*, SK-MEL-2 -63* and BT-549 -99*.
`C[C@@H]1C[C@@]2(C)C(=CC1=O)CC[C@@H]1[C@@H]2[C@@H](O)C[C@@]2(C)[C@H]1CC[C@]2(C)O` gave SK-MEL-28 98, T-47D 84, SK-MEL-5 95, MDA-MB-435 104, SK-MEL-2 91 and BT-549 88.
For CCCCC1(CCC(C)C)C(=O)NC(=O)NC1=O the results were SK-MEL-28 110, HS 578T 110, LOX IMVI 103, T-47D 96, SK-MEL-5 102, SK-MEL-2 103 and BT-549 91.
For O=C(O)CCc1c[nH]c2ccc(N(CCCl)CCCl)cc12 the results were SK-MEL-28 97, LOX IMVI 87, T-47D 97, SK-MEL-5 108, MDA-MB-435 99, SK-MEL-2 108 and BT-549 102.
Screening CC(C)CC(NC(=O)CCl)C(=O)O (stereo not given) returned SK-MEL-28 105, LOX IMVI 101, T-47D 105, SK-MEL-5 102, MDA-MB-435 95, SK-MEL-2 169 and BT-549 105.
`c1ccc2nc(OCCN3CC3)ccc2c1` gave SK-MEL-28 111, HS 578T 98, LOX IMVI 86, T-47D 80, SK-MEL-5 99, MDA-MB-435 83 and SK-MEL-2 96.
For Fc1ccc(N2COOC3(OOC2)C2CC4CC(C2)CC3C4)cc1 the results were SK-MEL-28 100, HS 578T 109, LOX IMVI -82*, T-47D 76, SK-MEL-5 101, MDA-MB-435 94, SK-MEL-2 89 and BT-549 95.
CC(=O)O[C@@H]1CC[C@]2(C)[C@H]3CC[C@]4(C)[C@@H](OC(C)=O)CC[C@H]4[C@@H]3C[C@@H]3SC(c4cccc(F)c4)=N[C@@]32C1 was read as SK-MEL-28 113, HS 578T 109, LOX IMVI 103, T-47D 99, SK-MEL-5 105, MDA-MB-435 107, SK-MEL-2 96 and BT-549 121.
`Cc1ccc(OP(Oc2ccc(C)cc2)Oc2ccc(C)cc2)cc1` gave SK-MEL-28 101, HS 578T 108, LOX IMVI 110, T-47D 101, SK-MEL-5 100, MDA-MB-435 105, SK-MEL-2 92 and BT-549 103.
Screening CCCCNC(c1ccc2c(c1)OCO2)C(O)c1ccc2c(c1)OCO2 (stereo not given) returned SK-MEL-28 101, HS 578T 114, LOX IMVI 79, T-47D 102, SK-MEL-5 99, MDA-MB-435 96, SK-MEL-2 108 and BT-549 99.
CC(C)(Br)C(=O)c1ccco1 was read as SK-MEL-28 104, HS 578T 103, LOX IMVI 99, T-47D 102, SK-MEL-5 104, MDA-MB-435 104, SK-MEL-2 131 and BT-549 110.
`CC1=C(C=O)C2=C(C)C3(CC3)[C@@](C)(O)C(=O)C2=C1` gave SK-MEL-28 23, HS 578T 36, LOX IMVI -76*, T-47D 14, SK-MEL-5 -91*, MDA-MB-435 -35*, SK-MEL-2 8.3* and BT-549 -14*.
N#C/C(=C\c1cc2ccccc2nc1Cl)C(=O)c1cn(Cc2ccccc2)c2ccc(F)cc12 was read as SK-MEL-28 105, HS 578T 102, LOX IMVI 96, T-47D 92, MDA-MB-435 114, SK-MEL-2 102 and BT-549 94.
COc1cc2c(c(OC)c1OC)-c1ccc(O)c(=O)cc1[C@@H](NC(C)=O)CC2 was read as SK-MEL-28 68, LOX IMVI 44, T-47D 18, SK-MEL-5 56, MDA-MB-435 46, SK-MEL-2 48 and BT-549 60.
`N[C@H](C[C@@H]1CC(Br)=NO1)C(=O)O` gave SK-MEL-28 103, HS 578T 99, LOX IMVI 97, T-47D 83, SK-MEL-5 94, MDA-MB-435 100, SK-MEL-2 90 and BT-549 97.
`Cc1cc[n+](CCC[n+]2ccc(C)cc2)cc1` gave SK-MEL-28 113, HS 578T 102, LOX IMVI 101, T-47D 105, SK-MEL-5 103, MDA-MB-435 113, SK-MEL-2 107 and BT-549 112.
Screening CC(=O)Nc1nc(CCl)cs1 returned SK-MEL-28 99, HS 578T 121, LOX IMVI 94, T-47D 95, SK-MEL-5 101, MDA-MB-435 107, SK-MEL-2 99 and BT-549 101.
Screening CC(C)C(NC(=O)CCl)C(=O)O (stereo not given) returned SK-MEL-28 107, T-47D 115, SK-MEL-5 101, MDA-MB-435 106, SK-MEL-2 119 and BT-549 103.
Screening Cc1ccc(S(=O)(=O)n2cc([C@@]3(O)C[C@H](CSC#N)OC3=O)c3ccccc32)cc1 returned SK-MEL-28 96, HS 578T 44, LOX IMVI 49, T-47D 63, SK-MEL-5 67, MDA-MB-435 63, SK-MEL-2 61 and BT-549 71.

Of the compounds above, these have bromine.
Screening Oc1ccc(Br)cc1CN1CCN(Cc2ccc(Cl)cc2)CC1 returned SK-MEL-28 88, HS 578T 81, LOX IMVI 20, T-47D 65, SK-MEL-5 -3.7*, MDA-MB-435 13, SK-MEL-2 88 and BT-549 86.
O=[N+]([O-])c1ccccc1CBr was read as SK-MEL-28 109, HS 578T 107, LOX IMVI 97, T-47D 93, SK-MEL-5 102, MDA-MB-435 106, SK-MEL-2 99 and BT-549 104.
CC(C)(Br)C(=O)c1ccco1 was read as SK-MEL-28 104, HS 578T 103, LOX IMVI 99, T-47D 102, SK-MEL-5 104, MDA-MB-435 104, SK-MEL-2 131 and BT-549 110.
`N[C@H](C[C@@H]1CC(Br)=NO1)C(=O)O` gave SK-MEL-28 103, HS 578T 99, LOX IMVI 97, T-47D 83, SK-MEL-5 94, MDA-MB-435 100, SK-MEL-2 90 and BT-549 97.

Further entries follow:
CNC(=O)Oc1ccc(N=Nc2ccccc2)cc1 was read as SK-MEL-28 112, HS 578T 104, LOX IMVI 97, T-47D 100, SK-MEL-5 103, MDA-MB-435 97, SK-MEL-2 91 and BT-549 85.
Screening O=c1[nH]cnc2[se]c3c(c12)CCCCC3 returned SK-MEL-28 117, HS 578T 99, LOX IMVI 94, T-47D 100, SK-MEL-5 104, MDA-MB-435 107, SK-MEL-2 128 and BT-549 107.
Screening O=C(CCl)NC(O)C(Cl)(Cl)Cl (stereo not given) returned SK-MEL-28 104, HS 578T 98, LOX IMVI 37, T-47D 107, SK-MEL-5 106, MDA-MB-435 101, SK-MEL-2 121 and BT-549 107.
O=C(Nc1ccc(Cl)cc1)N1CC1 was read as SK-MEL-28 107&109, HS 578T 118&115, LOX IMVI 94, T-47D 95&103, SK-MEL-5 106&106, MDA-MB-435 100&111, SK-MEL-2 113&104 and BT-549 86.
For O=C1NC(=O)C(=Cc2ccncc2)C(=O)N1 the results were SK-MEL-28 107, HS 578T 102, LOX IMVI 91, T-47D 95, SK-MEL-5 104, MDA-MB-435 109, SK-MEL-2 97 and BT-549 103.
For CC1C(=O)NC(=O)NC1=O the results were SK-MEL-28 104, HS 578T 102, LOX IMVI 100, T-47D 84, SK-MEL-5 102, MDA-MB-435 119, SK-MEL-2 98 and BT-549 99.
Screening CC(C)CC(C)OP(=S)(S)OC(C)CC(C)C (stereo not given) returned SK-MEL-28 111, HS 578T 91, LOX IMVI 109, T-47D 90, SK-MEL-5 102, MDA-MB-435 107, SK-MEL-2 106 and BT-549 101.
For CC(NC(=O)CCl)C(=O)O (stereo not given) the results were SK-MEL-28 106, HS 578T 104, LOX IMVI 100, T-47D 104, SK-MEL-5 105, MDA-MB-435 105, SK-MEL-2 101 and BT-549 109.
Screening CN1CCN(c2nc(N)cc(=O)[nH]2)CC1 returned SK-MEL-28 112, HS 578T 101, LOX IMVI 104, T-47D 110, SK-MEL-5 105, MDA-MB-435 108, SK-MEL-2 93 and BT-549 95.
For CN1CCN=C(c2ccccc2)c2cc(Cl)ccc21 the results were SK-MEL-28 118, HS 578T 134, LOX IMVI 91, T-47D 80, SK-MEL-5 97, MDA-MB-435 110, SK-MEL-2 89 and BT-549 94.

Sorted by length of the SMILES (highest first): part of the list above.
For CN1CCN=C(c2ccccc2)c2cc(Cl)ccc21 the results were SK-MEL-28 118, HS 578T 134, LOX IMVI 91, T-47D 80, SK-MEL-5 97, MDA-MB-435 110, SK-MEL-2 89 and BT-549 94.
Screening CC(C)CC(C)OP(=S)(S)OC(C)CC(C)C (stereo not given) returned SK-MEL-28 111, HS 578T 91, LOX IMVI 109, T-47D 90, SK-MEL-5 102, MDA-MB-435 107, SK-MEL-2 106 and BT-549 101.
For CC(NC(=O)CCl)C(=O)O (stereo not given) the results were SK-MEL-28 106, HS 578T 104, LOX IMVI 100, T-47D 104, SK-MEL-5 105, MDA-MB-435 105, SK-MEL-2 101 and BT-549 109.

Compound activity deposited in PubChem BioAssay by NCI.
